USP10 block: blocks human USP10 ubiquitin-rhodamine cleavage; purified USP10, Ub-rhodamine fluorescence, 60 min; Q14694; inhibition, % at 20 µM; 47,000 compounds, 1.1% hits
USP28 block: human USP28 deubiquitinase inhibition; Q96RU2; 47,000 compounds, 3% hits; purified USP28, Ub-rhodamine cleavage fluorescence, 30 min; inhibition, % at 25 µM
USP17 inh: blocks human USP17 ubiquitin-rhodamine cleavage. A8MUK1. purified USP17, Ub-rhodamine cleavage fluorescence, 3 h. inhibition, % at 50 µM. 47,000 compounds, 6.5% hits. AID 1645855
USP30 block: blocks human USP30 ubiquitin-rhodamine cleavage. 47,000 compounds, 5.3% hits. Q70CQ3. inhibition, % at 25 µM. purified USP30, Ub-rhodamine cleavage fluorescence
Target sequence (Q70CQ3 whole entry, looked up): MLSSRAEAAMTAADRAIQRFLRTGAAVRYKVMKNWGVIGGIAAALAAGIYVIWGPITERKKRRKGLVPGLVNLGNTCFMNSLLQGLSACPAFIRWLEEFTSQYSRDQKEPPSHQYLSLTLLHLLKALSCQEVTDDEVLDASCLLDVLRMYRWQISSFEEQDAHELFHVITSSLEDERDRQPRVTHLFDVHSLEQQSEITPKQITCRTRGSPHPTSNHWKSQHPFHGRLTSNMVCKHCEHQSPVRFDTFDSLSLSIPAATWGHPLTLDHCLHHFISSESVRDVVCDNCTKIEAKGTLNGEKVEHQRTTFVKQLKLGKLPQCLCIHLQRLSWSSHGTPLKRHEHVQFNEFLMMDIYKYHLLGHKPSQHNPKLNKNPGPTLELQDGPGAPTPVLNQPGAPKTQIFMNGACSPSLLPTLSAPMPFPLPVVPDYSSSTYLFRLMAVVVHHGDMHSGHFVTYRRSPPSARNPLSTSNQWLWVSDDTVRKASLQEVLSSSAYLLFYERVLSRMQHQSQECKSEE
USP8 inh: blocks human USP8 ubiquitin-rhodamine cleavage; P40818; purified USP8, Ub-rhodamine cleavage fluorescence, 30 min; inhibition, % at 20 µM; 47,000 compounds, 4.2% hits
OTUD3 inh: inhibitors of human OTUD3 deubiquitinase; 47,000 compounds, 0.7% hits; purified OTUD3, Ub-rhodamine fluorescence, 2 h; inhibition, % at 25 µM
Target sequence (Q5T2D3 whole entry, looked up): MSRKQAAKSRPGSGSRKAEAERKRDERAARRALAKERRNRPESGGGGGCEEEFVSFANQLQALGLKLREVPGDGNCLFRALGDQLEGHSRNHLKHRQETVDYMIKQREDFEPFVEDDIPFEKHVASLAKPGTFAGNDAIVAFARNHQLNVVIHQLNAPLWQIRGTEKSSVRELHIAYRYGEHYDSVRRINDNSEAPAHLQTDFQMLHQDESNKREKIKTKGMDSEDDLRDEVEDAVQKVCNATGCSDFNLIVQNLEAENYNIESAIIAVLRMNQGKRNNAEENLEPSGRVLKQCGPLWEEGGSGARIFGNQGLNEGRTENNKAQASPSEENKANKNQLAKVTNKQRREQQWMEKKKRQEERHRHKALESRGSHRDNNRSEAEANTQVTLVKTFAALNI
UCHL1 block: human UCHL1 deubiquitinase inhibition; purified UCHL1, Ub-rhodamine cleavage fluorescence; inhibition, % at 20 µM; P09936; 47,000 compounds, 0.2% hits
USP7 block: human USP7 deubiquitinase inhibition | Q93009 | 47,000 compounds, 0.3% hits | purified USP7, Ub-rhodamine cleavage fluorescence | inhibition, % at 20 µM
* marks the source's active call; other numbers are inactive results; i = inactive; . = not tested or not shown. No stated cut-off is given here; in the data, active means inhibition above about 30%; inactive means the rest.

SMILES	USP10 block	USP28 block	USP17 inh	USP30 block	USP8 inh	OTUD3 inh	UCHL1 block	USP7 block
CC1CCN(c2ccc3nnc(CCC(=O)NCc4ccco4)n3n2)CC1	1	12	0	12	8	2	-1	-9
O=C(Cc1ccc(Cl)cc1)NCCc1cn2ccccc2n1	-3	-3	-8	-7	-3	-7	-2	-5
Cc1nc(Nc2ncccc2C)cc(C2CCCN2CC(N)=O)n1 (stereo not drawn)	-4	-16	-8	-37	-13	-12	-6	-2
COc1ccc(NS(=O)(=O)c2ccc(Cl)c(NC(=O)CC(=O)c3ccc([N+](=O)[O-])cc3)c2)cc1	24	21	30	15	37*	3	0	-1
Cc1nc(C2CN(C(=O)CN(C)Cc3ccccc3)CCO2)n[nH]1 (stereo not drawn)	-3	-19	-3	-5	-13	-5	-3	-1
CCOC(=O)C1C(=O)NC(c2ccccc2)=NC1c1ccc(C(F)(F)F)cc1 (stereo not drawn)	1	13	21	41*	23	7	2	6
Clc1cccc(Nc2nc(N3CCCCC3)nc(N3CCCCC3)n2)c1	6	1	-3	2	1	0	2	-5
COc1ccc(C(=O)NC(Cc2ccccc2)c2nc3ccccc3[nH]2)c(OC)c1 (stereo not drawn)	18	28	71*	1	95*	-2	19	-5
COc1cc(Nc2nc3ccccc3n3c(C)nnc23)cc(OC)c1	-7	-2	0	0	-7	-1	-1	0
Cc1ccc(S(=O)(=O)N2C(=O)CCC2C(=O)NCCc2ccccc2)cc1 (stereo not drawn)	1	7	15	16	9	3	3	2
O=C(NC1CCCC1)c1csc(C(=O)NC2CCCC2)n1	-2	11	11	21	-5	10	0	5
O=C(O)c1ccc(Oc2nccnc2N2CCCCC2)cc1	-4	-14	-12	-8	-155	-8	-3	1
Fc1ccc(Cc2nnc(C3(c4ccccc4)CCOCC3)o2)cc1	0	13	9	16	0	13	2	-37
COc1ccccc1CNC(=O)c1cncc(NS(=O)(=O)c2ccc3c(c2)OCCO3)c1	-7	-7	-4	-47	-6	-9	-5	-1
Cc1ccccc1NC(=O)N1CC2CN(S(=O)(=O)c3ccc(F)cc3)CC(C1)O2	0	-6	-5	3	2	-2	-3	3
CC(=O)N[C@@]12CN(C)CC[C@@H]1[C@@H](c1ccccc1)N(C(=O)C1(c3ccccc3)CCCC1)C2	2	7	-4	15	18	21	2	3
N#Cc1cn(CC(=O)N2CCc3ccccc32)c2ccccc12	27	52*	-18	53*	-109	2	1	15
CCc1cc(=O)n(CC(=O)N2CCN(C)CC2)c2c1c(C)nn2-c1ccc(C)cc1	-1	0	2	14	5	0	3	3
COc1ccccc1NC(=O)c1oc2ccccc2c1NC(=O)c1ccccc1C	12	8	28	19	13	27	3	12
Cc1sc(-c2ccccc2F)nc1C(=O)N1CCC(C(N)=O)CC1	0	-14	-22	-17	-121	-6	-1	-2
COc1cc(O)c2c(c1)[C@@H]([C@H]1C[C@H](O)[C@H](O)[C@@]3(C=CC[C@H](C)O3)O1)OC2=O	1	0	1	8	0	6	1	3
Cc1cc(-c2ccc(S(=O)(=O)Nc3ccccc3C)s2)n[nH]1	2	-8	-8	-19	5	-9	-2	3
O=C(NCCCN1CCOCC1)c1ccc2c(c1)N(Cc1cccc(F)c1)C(=O)c1ccccc1S2	-4	8	12	4	10	4	7	11
CCc1ccc(C(=O)NC2=NC(c3cccc(F)c3)CC(=O)N2)cc1 (stereo not drawn)	0	0	4	3	5	5	2	4
Cc1nc2c(c(=O)[nH]1)C(c1cccc3ccccc13)CC(=O)N2 (stereo not drawn)	2	-12	-3	-14	0	-4	-3	7
O=C(CCCn1c(=O)c2ccccc2n(CC(=O)N2CCN(c3ccccc3)CC2)c1=O)NCc1ccco1	-1	-4	.	-18	36*	6	4	-3
Cc1ccc(CNC(=O)CCNc2cc(C)nc3nc(-c4cccnc4)nn23)cc1	-1	11	6	12	-4	6	1	2
c1ccc(N2CCN(c3nc(NCC4CCCO4)c4ccccc4n3)CC2)cc1 (stereo not drawn)	6	11	12	7	17	0	9	6
Cn1cc(CN2CC[C@@H]3Oc4ccccc4S(=O)(=O)N(CC4CC4)[C@H]3CC2)cn1	-11	-21	-44	-46	-14	-15	-7	-19
CCOC(=O)c1cc2c(ccn2-c2ccc(F)cc2)n1Cc1ccccn1	-7	-26	-16	-87	8	-22	-1	-15
O=C(Nc1cccnc1)c1nc2c(s1)CCN(C(=O)Cc1ccccc1)CC2	-3	-1	-4	-29	-37	5	0	0
Cc1ccc(S(=O)(=O)N2CCN3C(=O)[C@@H](Cc4ccccc4)N(C)C(=O)[C@@H]3C2)cc1	1	16	18	31*	26	13	8	7
N#Cc1cccc(C(=O)Nc2ccc([C@@H](O)[C@H]3COCC(=O)N3)cc2)c1	4	7	9	20	15	11	5	5
CCN1CCn2c(-c3cnn(C)c3)cnc2C12CCN(C(=O)CC(C)C)CC2	0	-6	-7	-5	-55	-5	2	0
Cc1ccc(CNC(=O)CCc2nnc3c(=O)n(-c4cc(C)cc(C)c4)ccn23)cc1	19	7	24	-6	-87	17	3	4
Cn1cccc1C(=O)NC1CC(=O)N(c2ccc3c(c2)OCO3)C1 (stereo not drawn)	3	3	-4	-2	-12	-4	-1	4
Nc1ncnc2nc(SCc3nc4ccccc4c(=O)n3-c3cccc(C(F)(F)F)c3)[nH]c12	-1	3	5	0	-18	7	-2	-4
CN1[C@@H](CCC(=O)N2CCCC2)CNC(=O)[C@@H]2[C@H]1CCN2C1CCCCC1	1	12	-62	15	24	1	6	-13
O=C(Cn1c(=O)n(Cc2ccccc2)c(=O)c2nscc21)NCc1ccco1	2	14	42*	-23	20	3	-1	-28
CN1C(=O)COc2ccccc2CCCC[C@@H]2[C@H]1CCCN2C(=O)c1cnco1	-1	-7	0	-2	-3	-11	-3	-1
Cn1c(=O)[nH]c(=O)c2c1nc(N1CCN(c3cccc(Cl)c3)CC1)n2CCSc1ncccn1	-2	-10	-29	-57	-150	0	0	4
N#Cc1ccc(F)c(CN2CCCC2c2noc(C3CC3)n2)c1 (stereo not drawn)	-2	-9	-6	-16	-6	-5	-2	-2
O=S(=O)(c1ccccc1)c1cnc2ccc(F)cc2c1N1CCOCC1	0	7	-1	-4	-1	6	1	0
CC1CCN(S(=O)(=O)N2CCCC(C(=O)NCCCN3CCN(Cc4ccccc4)CC3)C2)CC1 (stereo not drawn)	-2	1	4	0	-9	0	-1	-2
COc1ccccc1CC(=O)Nc1ccc2c(c1)CCC(=O)N2	-4	-9	8	-44	-3	-13	-2	-1
N#Cc1ccc(-n2cc(-c3ccncn3)cn2)cc1	-4	-10	-15	-43	-2	-16	-4	-1
CC(=O)N1CCCC(c2nc(C)cc(-c3ccccc3C(=O)O)n2)C1 (stereo not drawn)	-3	-4	-4	1	-23	-2	-4	-1
COC(=O)c1cccnc1-n1c(=O)c2cccnc2n(CC(=O)Nc2ccccc2C(F)(F)F)c1=O	-3	2	1	0	4	3	0	-2
Nc1cc(-c2cn[nH]c2C2CCN(C(=O)c3cccc4cccnc34)C2)ccn1 (stereo not drawn)	-1	14	12	12	8	8	0	2
Cc1cccc(-c2nnc(SCc3nc4ccccc4[nH]3)n2C)c1	-1	10	3	10	0	1	1	1
CO[C@H](C(=O)[C@@H](O)[C@@H](C)O)[C@@H]1Cc2cc3cc(O[C@H]4C[C@@H](O[C@@H]5C[C@@H](O)[C@@H](O)[C@H](C)O5)[C@@H](O)[C@H](C)O4)c(C)c(O)c3c(O)c2C(=O)[C@H]1O[C@H]1C[C@@H](O[C@H]2C[C@@H](O[C@H]3C[C@](C)(O)[C@@H](O)[C@H](C)O3)[C@H](O)[C@H](C)O2)[C@H](O)[C@H](C)O1	-7	-171	-96	i	-188	-129	-33	-65
O=C(NCC(c1cccnc1)N1CCc2ccccc2C1)c1cccc(Cl)c1 (stereo not drawn)	-3	-3	-5	-27	-2	-10	-1	-5
COc1ccc2c(c1)c(C(=O)CSc1ncnc3c1oc1ccccc13)c(C)n2C	-1	3	10	10	7	0	0	5
Cn1c(=O)c2c(ncn2CCC(=O)Nc2cccc(F)c2)n(C)c1=O	4	9	4	6	-3	2	0	2
CCOc1ccc(-c2[nH]ncc2CN2CCCC2c2cc(C)on2)cc1 (stereo not drawn)	1	-13	-10	-14	0	-10	-1	-3
O=C(NCc1ccccc1)c1cccc(-c2cnc(N3CCCC3)nc2)c1	0	3	29	22	-3	6	0	0
Cc1ccc(NC(=O)Cc2nc(-c3cccnc3)n[nH]2)cc1C	-3	3	-13	-6	-1	5	-2	-1
CCOC(=O)c1cc(NC/C=C/c2ccccc2)ccc1N1CCOCC1	5	-6	-6	-21	-13	-11	2	5
Cc1ccc(CNc2nc(Nc3ccc(C)cc3)c3cnn(C)c3n2)cc1	14	0	8	4	1	-2	12	4
COc1ccccc1NS(=O)(=O)c1cccc(NS(=O)(=O)c2cc(C(=O)O)ccc2Cl)c1	5	8	-2	-14	-9	13	4	2

Complete entries, looked up by structure. Order of values: USP10 block	USP28 block	USP17 inh	USP30 block	USP8 inh	OTUD3 inh	UCHL1 block	USP7 block
CC(=O)N1CCCC(c2nc(C)cc(-c3ccccc3C(=O)O)n2)C1 (stereo not drawn) reads -3	-4	-4	1	-23	-2	-4	-1
COC(=O)c1cccnc1-n1c(=O)c2cccnc2n(CC(=O)Nc2ccccc2C(F)(F)F)c1=O reads -3	2	1	0	4	3	0	-2
Cc1ccc(CNc2nc(Nc3ccc(C)cc3)c3cnn(C)c3n2)cc1 reads 14	0	8	4	1	-2	12	4
Cn1c(=O)c2c(ncn2CCC(=O)Nc2cccc(F)c2)n(C)c1=O reads 4	9	4	6	-3	2	0	2

(more compounds)
SMILES	USP10 block	USP28 block	USP17 inh	USP30 block	USP8 inh	OTUD3 inh	UCHL1 block	USP7 block
O=C(Nc1ccc2c(c1)CCN2S(=O)(=O)c1ccccc1)Nc1ccc(F)cc1F	10	43*	16	15	0	7	6	8
CCC(C)Nc1nc(N(C)C)nc(-n2cnc(SCCOc3ccc(C)cc3)n2)n1 (stereo not drawn)	8	0	-2	0	10	0	4	9
O=[N+]([O-])c1cc(Cl)ccc1N1CCN(c2ccccc2F)CC1	10	16	12	12	3	21	5	-63
O=C1COc2ccc(C(=O)COC(=O)CCc3nc4ccccc4s3)cc2N1	14	32*	48*	30*	3	14	1	3
O=C(O)c1cccc2[nH]c(-c3ccc(O)cc3)nc12	3	11	18	22	41*	16	2	4
Cc1cccc(-n2c(Cc3cccn3C)nnc2SCC(=O)N2CCC(C)CC2)c1C	-1	-2	-2	-4	-10	9	0	-5
O=C(c1cc2cc(F)ccc2s1)N1CCCC1c1ccc2c(c1)OCCCO2 (stereo not drawn)	-3	-26	-52	-103	-25	-33	-10	-16
Cc1cc(OC(=O)c2c(C)cc(O)cc2O)cc(O)c1C(=O)O	-3	15	10	28	-10	7	1	5
Cc1ccc(C(=O)NCCc2nnc3ccc(SCC(=O)N4CCCc5ccccc54)nn23)cc1	-2	-7	5	0	-2	-15	1	-6
Cc1ccc(S(=O)(=O)N2CCCCC2c2nnc(-c3cccnc3)o2)cc1 (stereo not drawn)	-2	-3	-9	-10	-38	-2	-2	-2
O=C(Cc1ccc(Cl)cc1)NCC(=O)Nc1nc2ccccc2[nH]1	2	.	54*	.	-2	1	1	8
COc1ccccc1C(=O)NCc1ccc(-n2ccnc2)cc1	-2	6	6	9	16	6	1	8
N#Cc1ccc(C(=O)NC2CC(=O)N(C3CCCC3)C2)cc1 (stereo not drawn)	6	-1	-14	0	4	2	1	0
COc1ccc(OC)c(CCNC(=O)Cn2cc3c(n2)CCCCC3)c1	0	.	-1	.	1	-2	4	-2
Cc1ccc(S(=O)(=O)CC(C)N2CCN(C)CC2)cc1 (stereo not drawn)	4	18	15	17	22	16	2	9
CCC(C)c1nnc(-c2cnc3onc(C4CCCC4)c3c2)o1 (stereo not drawn)	2	-1	4	9	7	4	2	-125

Looked up one by one from the entries so far (7):
SMILES	USP10 block	USP28 block	USP17 inh	USP30 block	USP8 inh	OTUD3 inh	UCHL1 block	USP7 block
Cc1ccc(C(=O)NCCc2nnc3ccc(SCC(=O)N4CCCc5ccccc54)nn23)cc1	-2	-7	5	0	-2	-15	1	-6
Cn1cc(CN2CC[C@@H]3Oc4ccccc4S(=O)(=O)N(CC4CC4)[C@H]3CC2)cn1	-11	-21	-44	-46	-14	-15	-7	-19
O=C(NCCCN1CCOCC1)c1ccc2c(c1)N(Cc1cccc(F)c1)C(=O)c1ccccc1S2	-4	8	12	4	10	4	7	11
Cc1ccc(CNC(=O)CCNc2cc(C)nc3nc(-c4cccnc4)nn23)cc1	-1	11	6	12	-4	6	1	2
CCC(C)c1nnc(-c2cnc3onc(C4CCCC4)c3c2)o1 (stereo not drawn)	2	-1	4	9	7	4	2	-125
COc1ccccc1NS(=O)(=O)c1cccc(NS(=O)(=O)c2cc(C(=O)O)ccc2Cl)c1	5	8	-2	-14	-9	13	4	2
COc1ccc(C(=O)NC(Cc2ccccc2)c2nc3ccccc3[nH]2)c(OC)c1 (stereo not drawn)	18	28	71*	1	95*	-2	19	-5

Screening results (PubChem BioAssay)
